Screens from PubChem BioAssay.
MITF primary – MITF inhibitors, primary screen, biochemical, AlphaScreen, human | inhibition, % at 2.6 µM | AlphaScreen MITF homodimerization, bead proximity signal | AID 1259374, 2018 | 650,000 tested, 0.91% active; in the data active = inhibition above about 50%;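 note: 0% = vehicle wells with protein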
FBW7 act – FBW7 E3 ligase activators, primary screen, biochemical, AlphaScreen, human; F-box/WD repeat-containing protein 7 (Homo sapiens), Q969H0; AID 1259310, 2017; 650,000 tested, 0.13% active; normalized activity (activation), % at 26.1 µM; AlphaScreen FBW7–phospho-cyclin E peptide binding, activator screen; in the data active = normalized activity above about 1.9%;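 note: purified mutant Fbw7 with reduced substrate affinity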
Target sequence (Q969H0 whole entry, looked up): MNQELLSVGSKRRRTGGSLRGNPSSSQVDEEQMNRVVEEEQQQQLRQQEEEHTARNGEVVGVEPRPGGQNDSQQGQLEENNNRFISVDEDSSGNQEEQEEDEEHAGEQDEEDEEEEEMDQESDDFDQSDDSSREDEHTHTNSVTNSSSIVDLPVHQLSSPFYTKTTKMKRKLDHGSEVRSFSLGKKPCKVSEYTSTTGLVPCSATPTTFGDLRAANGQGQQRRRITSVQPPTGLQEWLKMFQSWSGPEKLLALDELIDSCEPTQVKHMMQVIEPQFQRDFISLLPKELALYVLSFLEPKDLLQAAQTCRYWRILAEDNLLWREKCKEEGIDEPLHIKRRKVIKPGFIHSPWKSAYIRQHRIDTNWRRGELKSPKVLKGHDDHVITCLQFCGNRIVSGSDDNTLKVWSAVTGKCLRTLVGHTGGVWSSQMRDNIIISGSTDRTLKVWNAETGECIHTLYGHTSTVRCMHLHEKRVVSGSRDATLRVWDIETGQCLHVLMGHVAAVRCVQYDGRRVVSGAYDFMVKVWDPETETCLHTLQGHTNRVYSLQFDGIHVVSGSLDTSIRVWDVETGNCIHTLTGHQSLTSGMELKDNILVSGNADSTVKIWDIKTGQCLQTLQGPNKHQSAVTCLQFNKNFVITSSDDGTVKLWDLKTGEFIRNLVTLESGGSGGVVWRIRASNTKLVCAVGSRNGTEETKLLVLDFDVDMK
GPR151 ag – activators of human GPR151, primary screen, cell-based, PathHunter beta-arrestin, luminescence; AID 1508602, 2020; PathHunter beta-arrestin GPR151 cells; activation, % at 11.2 µM; 650,000 tested, 1% active; G-protein coupled receptor 151 (Homo sapiens), Q8TDV0; in the data active = activation above about 4.9%;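 note: 0% = median of compound wells and 100% = cells with positive control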
TEAD-YAP block – TEAD-YAP interaction inhibition, primary screen, TEAD-YAP interaction inhibitor project, luminescence, HEK-TIYL cells; TEAD-Gal4/YAP UAS-luciferase luminescence; inhibition, % at 9.12 µM; 640,000 tested, 1.4% active; AID 1259422, 2018; in the data active = inhibition above about 32%;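 note: 0% = median of test compound wells and 100% = reference inhibitor wells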
* hit, by the source's call; · = no result given. Rows were taken by chance. Share with any hit: about 3.5%.

SMILES	MITF primary	FBW7 act	GPR151 ag	TEAD-YAP block
Cc1ccc(S(=O)(=O)Cc2ccc(C(=O)NCc3ccc4c(c3)OCO4)o2)cc1	21	0.3	-0.6	7
CCCCC[C@H](O)/C=C/[C@H]1[C@@H](O)CC(=O)[C@@H]1CCCCCCC(=O)O	6	·	0.5	·
O=C(Cc1cccs1)OCC(=O)c1ccccc1	15	0.1	0.3	10
CCC(=O)NCCc1cc2ccc(C)cc2[nH]c1=O	-29	0.4	0.6	-5
Fc1cccc(CN2CCN(Cc3ccccn3)CC2)c1	71*	0.1	-0.5	-6
O=C(CNC(=O)C1CCCCC1)Nc1ccc(F)cc1F	-10	-0.1	3.3	-5
O=c1[nH]nc(N/N=C/c2ccc(O)cc2)c(=O)[nH]1	-4	-0.3	0.6	-5
COc1ccc(C(=O)NCCNc2ccc([N+](=O)[O-])cc2C(F)(F)F)cc1	0	0.2	-0.3	-6
CC(Cc1ccc2c(c1)OCO2)CN1CCC2(CC1)CC2C(=O)N(C)Cc1cscn1 (stereo not given)	4	0.0	1.8	8
CCCCn1c(CNC(=O)c2ccccc2F)nnc1SCC(=O)Nc1sc2c(c1C(=O)OCC)CCCC2	5	-0.1	0.0	0
COc1ccc(NC2OC(C)C(O)C(O)C2O)c([N+](=O)[O-])c1 (stereo not given)	2	-0.1	1.3	8
COC(F)(C(=O)Nc1cccn2cc(-c3ccccc3)nc12)C(F)(F)F (stereo not given)	0	1.0	2.3	2
CCN(CC(=O)Nc1ccccc1C(=O)OC)S(=O)(=O)c1ccccc1	1	-0.1	-0.4	3
NS(=O)(=O)c1ccc(CCNC(=O)CCCOc2ccccc2)cc1	13	0.1	1.4	-3
COc1cc(/C=C/C(=O)O)c(S(=O)(=O)NCc2ccco2)cc1OC	7	0.2	-2.5	-13
COc1cccc(C(=O)NCc2ccc(C)cc2)c1	5	0.0	0.1	-4
O=C(O)CCCNC(=O)/C(=C/C=C/c1ccccc1)NC(=O)c1ccccc1	14	-0.1	-1.2	-3
COc1ccc(Nc2nnc(Cc3ccccc3Cl)c(=O)[nH]2)c(OC)c1	-1	0.1	6.4*	5
COc1ccc(Cl)cc1-n1c(C)cc(/C=C2/C(=N)N3C=CSC3=NC2=O)c1C	-10	0.0	-1.0	-1
CCOc1cc(C2C(C(=O)OCc3ccccc3)=C(C)NC3=C2C(=O)CC(C)(C)C3)ccc1O (stereo not given)	-12	0.1	0.7	-2
O=C(CCc1ccccc1)NC(c1cccc([N+](=O)[O-])c1)c1c(O)ccc2ccccc12 (stereo not given)	30	0.3	-1.4	-4
CCOC(=O)c1cnc(Nc2nc(-c3ccc(OC)cc3)cs2)[nH]c1=O	-2	-0.1	-0.2	-6
CCC(=O)c1cn(CC(=O)Nc2ccc(C)cc2)c2ccccc12	-2	-0.1	-0.7	3
Cc1cccc(NC2=NC(=S)N(c3ccccc3Cl)C23CCCC3)c1	13	0.0	-1.3	8
CCOC(=O)Cc1n[nH]c(=O)c2ccccc12	7	-0.1	0.3	-1
CCN(CC)CCCn1c2c(c(SCC(=O)Nc3cc(C)ccc3C)nc1=O)CCC2	2	-0.1	2.2	6
CC(COc1ccccc1)N1CCOc2ccc(CN3CCC(O)CC3)cc2C1 (stereo not given)	-11	-0.1	3.1	-11
CCOC(=O)C(NC(=O)c1ccccc1F)(Nc1sc2c(c1C#N)CCCC2)C(F)(F)F (stereo not given)	1	-0.2	0.3	-5
NC(=O)C1CCN(C(=O)c2ccc3c(=O)n(CCC4=CCCCC4)c(=S)[nH]c3c2)CC1	-11	-0.1	3.1	5
CC(C)CC(=O)Nc1ccc2c(c1)CCC(=O)N2CC(C)C	9	0.0	-0.6	9
COC(=O)CCCCCN1C(=O)/C(=C\c2cccnc2)SC1=S	9	0.5	1.1	3
CCC(C)(C)c1ccc(OCCN2CCNCC2)cc1	72*	-0.2	0.0	6
O=C(Nc1ccc2oc(-c3ccncc3)nc2c1)c1ccccc1Br	6	0.4	-0.2	-20
COc1ccc(C2CC(=O)N(CC(=O)Nc3ccccc3)c3ccccc3S2)cc1OC (stereo not given)	-8	-0.2	-0.7	6
CC(C)(C)N1C(=O)C2C3CC(=O)C(c4ccccc43)C2C1=O (stereo not given)	10	0.5	-0.5	8
NC(=O)c1ccc(NC(=O)c2cccc(Cl)c2)cc1	-11	0.0	-0.1	-18

Random excerpt: 2 compounds from above.
SMILES	MITF primary	FBW7 act	GPR151 ag	TEAD-YAP block
O=C(O)CCCNC(=O)/C(=C/C=C/c1ccccc1)NC(=O)c1ccccc1	14	-0.1	-1.2	-3
Cc1cccc(NC2=NC(=S)N(c3ccccc3Cl)C23CCCC3)c1	13	0.0	-1.3	8

Following part.
SMILES	MITF primary	FBW7 act	GPR151 ag	TEAD-YAP block
CCOCCCNC(=O)c1cnn2c(C(F)(F)F)cc(-c3ccccc3)nc12	6	0.0	-0.9	14
COC(=O)c1sc2nc(-c3ccc(C)o3)cc(C(F)(F)F)c2c1N	8	0.2	1.5	10
COc1ccc(-c2nc3cc(NC(=O)c4cccc(OCc5ccccc5)c4)ccc3o2)cc1Cl	3	-0.2	0.6	-2
Cn1c(=O)oc2cc(S(=O)(=O)N3CCC(C(=O)NCCc4ccccc4)CC3)ccc21	3	0.1	0.1	3
CC(C)NC(=O)c1ccc2c(c1)N(Cc1ccccc1)C(=O)CS2	11	1.3	0.2	18
O=C(NCc1ccccc1)c1cc2n(n1)C(C(F)(F)F)CC(c1ccccc1)N2 (stereo not given)	8	0.0	1.0	14
CCOC(=O)C1C2C=CC(C3CC23)C1C(=O)OCc1ccccc1Cl (stereo not given)	8	-0.2	0.0	-8
COc1ccc(C(=O)N2CCN(Cc3cccc4ccccc34)CC2)cc1OC	44	-0.3	0.2	1
NC(=O)CSc1nc2ccc([N+](=O)[O-])cc2s1	14	0.2	-0.3	-1
O=C1CCc2cc(S(=O)(=O)N3CCC(C(=O)Nc4ccc(Cl)cn4)CC3)ccc2N1	6	0.0	0.1	6
CN(C)CC(=O)Nc1c2c(nc3c1CCC3)CCCC2	59*	0.0	-1.0	-8
CCOC(=O)c1c(CC(C)C)csc1NC(=O)COc1ccccc1C	-17	0.6	-0.4	-2
CCNC(=S)N/N=C/c1ccc(F)cc1	5	0.1	-0.6	10
CS(=O)(=O)N(CC(=O)Nc1cccnc1)c1ccccc1	3	0.0	1.2	-7
Cc1nc(-c2ccccc2)nc2c1CCCC2	2	-0.1	0.3	-31
COc1cccc(NC(=O)c2sc3ncn(CC(=O)N4CCC(C)CC4)c(=O)c3c2C)c1	1	0.0	-0.5	-22
COCCCn1c(CCC(=O)O)ccc1-c1cccs1	-8	-0.3	-1.1	-4
COC(=O)c1cc(C(=O)NCC2CCCO2)cc([N+](=O)[O-])c1 (stereo not given)	-8	0.2	1.7	-2
COC(=O)c1c(OCc2ccsc2)cc(=O)n2c1CCN(Cc1ccccc1F)CC2	15	0.2	0.1	0
O=C(Nc1sc2c(c1C(=O)NCc1ccco1)CCC2)c1ccccc1[N+](=O)[O-]	-8	-0.5	0.7	7
CC(Nc1ncnc2ccccc12)C(=O)O (stereo not given)	7	0.1	1.2	9
COc1cc2nc(N3CCCC3CO)nc(NCc3nc4ccccc4[nH]3)c2cc1OC (stereo not given)	2	0.0	-3.5	-9
Cc1cccc(S(=O)(=O)N2CCN(Cc3ccccc3)CC2)c1	14	-0.1	-0.3	0
O=[N+]([O-])c1cccc2nc(-c3ccccc3)c(-c3ccccc3)nc12	-3	-0.1	0.6	1
C=CCN(CC=C)S(=O)(=O)c1ccc(C(=O)Nc2nc(-c3ccccc3)c(C(=O)c3ccccc3)s2)cc1	16	0.2	-1.5	-4
CC1CCCC(NC(=O)CCCn2c(=O)[nH]c3cc(Cl)ccc3c2=O)C1C (stereo not given)	-9	-0.1	0.7	-3
CC1CC(C)CN(C(=O)CSc2nnc(-c3ccccc3F)o2)C1 (stereo not given)	-7	0.0	-0.3	-15
Cc1ccc(S(=O)(=O)N/N=C/c2ccc(I)cc2)cc1	9	0.6	0.6	1
CCC(Sc1nc2n[nH]c(C)c2c(=N)n1-c1ccc(Br)cc1)C(=O)NCc1ccco1 (stereo not given)	3	-0.1	-0.9	-5
O=C(Nc1nccs1)C(=O)NC1CCCCC1	-1	-0.1	2.0	-30
Cc1ccc(C(=O)COC(=O)c2ccc3nc(-c4ccccc4)c(-c4ccccc4)nc3c2)cc1	7	0.0	-0.5	1
O=C(/C=C\c1ccccc1)NNC(=O)/C=C/c1ccccc1	11	0.1	1.0	-6
O=C(NC(=S)Nc1cc([N+](=O)[O-])ccc1O)c1ccc2c(c1)OCO2	6	-0.2	-1.2	-42
NC(=O)c1nc(-c2ccccc2)nc2c1[nH]c(=O)n2-c1ccccc1	4	-0.1	0.8	7
Cc1ccc(S(=O)(=O)N(C)CCCC(=O)n2cnc3ccccc32)cc1	-6	0.0	0.8	2
CCC(Sc1nc2n[nH]c(C)c2c(=N)n1-c1ccc(C)c(Cl)c1)C(=O)NCCOC (stereo not given)	-6	-0.1	1.2	4
Cc1ccc(OCC(=O)N/N=C\c2ccc3c(c2)OCO3)c([N+](=O)[O-])c1	5	0.0	0.3	-1
CCCC1=NN2C(=N)/C(=C/c3ccc(OCCOc4ccccc4OC)c(OC)c3)C(=O)N=C2S1	-4	-0.1	-0.7	6
Cc1c(NC(=O)CN(c2ccccc2)S(=O)(=O)N(C)C)c(=O)n(-c2ccccc2)n1C	5	-0.2	-0.5	5
Cc1ccc(NC(=O)c2ccc(-c3cccc(Cl)c3C)o2)c([N+](=O)[O-])c1	14	0.2	-1.5	0
Cc1ccc(NC(=O)CSc2n[nH]c(-c3ccccc3O)n2)cc1[N+](=O)[O-]	11	0.3	-1.0	11
Cc1cc(C)n(-c2cc(NCCc3cnc[nH]3)nc(C)n2)n1	-2	-0.2	0.6	4
COc1ccc(NC(=O)CNC(=O)CNC(=O)Cc2ccc(Cl)cc2)cc1	0	-0.1	0.3	1
O=C(Nc1ccc2c(c1)OCO2)OCc1ccccc1	10	0.0	-2.8	-29
Nc1ccc(-c2nc3cc(N)ccc3n2CCO)cc1	-15	0.1	0.5	1
CCOc1ccc(-c2noc(Cn3c(=O)n(Cc4ccco4)c(=O)c4ccccc43)n2)cc1	10	0.0	0.9	3
O=C(Nc1ccc(Br)cc1F)c1cc(S(=O)(=O)NCc2ccc(F)cc2)ccc1F	16	0.9	-1.3	6
O=C1CSC(c2cn(-c3ccccc3)nc2-c2ccc(Br)cc2)N1Cc1ccccc1 (stereo not given)	-5	-0.2	0.1	-6
Cc1ccc(N2Cc3ccccc3C2)cc1	3	-0.2	-1.7	-52
Cc1ccc(S(=O)(=O)CCC(=O)Nc2c(F)cccc2F)cc1	0	0.0	-0.6	13
Cc1ncc(CO)c(/C=N/NC(=O)CCc2ccccc2)c1O	10	-0.8	-0.6	8
COc1cc2nc(-c3ccc(C(N)=O)cc3)nc(N)c2cc1OC	1	-0.2	-1.0	0
CCOC(=O)c1ccc(N2CN(CC)CNC2=S)cc1	3	-0.1	-0.1	10
COc1cc(C=O)ccc1OS(=O)(=O)c1ccc(C)c([N+](=O)[O-])c1	11	-0.1	1.8	-14
COc1ccc(-c2cccc(C(=O)NCCOc3ccccc3Cl)c2)cc1	10	-0.1	-1.1	4
CSCCC(=O)N1CCC2(CC1)CC2C(=O)N1CCN(C2CCCCC2)CC1 (stereo not given)	-6	0.2	3.7	9

Not a retest: 14 of the compounds above.
SMILES	MITF primary	FBW7 act	GPR151 ag	TEAD-YAP block
Cc1cc(C)n(-c2cc(NCCc3cnc[nH]3)nc(C)n2)n1	-2	-0.2	0.6	4
COc1ccc(NC(=O)CNC(=O)CNC(=O)Cc2ccc(Cl)cc2)cc1	0	-0.1	0.3	1
O=C(Nc1ccc2c(c1)OCO2)OCc1ccccc1	10	0.0	-2.8	-29
Nc1ccc(-c2nc3cc(N)ccc3n2CCO)cc1	-15	0.1	0.5	1
CCOc1ccc(-c2noc(Cn3c(=O)n(Cc4ccco4)c(=O)c4ccccc43)n2)cc1	10	0.0	0.9	3
O=C(Nc1ccc(Br)cc1F)c1cc(S(=O)(=O)NCc2ccc(F)cc2)ccc1F	16	0.9	-1.3	6
O=C1CSC(c2cn(-c3ccccc3)nc2-c2ccc(Br)cc2)N1Cc1ccccc1 (stereo not given)	-5	-0.2	0.1	-6
Cc1ccc(N2Cc3ccccc3C2)cc1	3	-0.2	-1.7	-52
Cc1ccc(S(=O)(=O)CCC(=O)Nc2c(F)cccc2F)cc1	0	0.0	-0.6	13
Cc1ncc(CO)c(/C=N/NC(=O)CCc2ccccc2)c1O	10	-0.8	-0.6	8
COc1cc2nc(-c3ccc(C(N)=O)cc3)nc(N)c2cc1OC	1	-0.2	-1.0	0
CCOC(=O)c1ccc(N2CN(CC)CNC2=S)cc1	3	-0.1	-0.1	10
COc1cc(C=O)ccc1OS(=O)(=O)c1ccc(C)c([N+](=O)[O-])c1	11	-0.1	1.8	-14
COc1ccc(-c2cccc(C(=O)NCCOc3ccccc3Cl)c2)cc1	10	-0.1	-1.1	4
